Source: PubChem
b-catenin transl: beta-catenin nuclear translocation modulation; HeLa beta-catenin nuclear translocation, immunofluorescence imaging; nuclear translocation activity, % at 5 µM; 190,000 tested, 0.3% active; AID 1665;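 active = nuclear translocation activity above 50% at 5 µM, with a well cell count of 50 or more; inconclusive = wells under 50 cells across six images, flagged as toxic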;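 note: per-cell ratio of nuclear to cytoplasmic median beta-catenin stain intensity; plate controls were DMSO negative control for no effect and GSK-3 inhibitor IX positive control for full effect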
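test system = HeLa cells, endogenous beta-catenin | dosing = single 5 µM dose plus 0.02–20 µM confirmation series | times = compound treatment 24 h, 37°C, 5% CO2 | technique = beta-catenin immunofluorescence imaging with DAPI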
Lipid droplet: hepatic lipid droplet formation modulation; AML12 mouse hepatocytes, oleate lipid droplets, BODIPY imaging; inhibition, % at 6.5 µM; 240,000 tested, 0.4% active; AID 1656;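 active = lipid droplet intensity inhibited by at least 50%, with more than 500 cells counted; inconclusive = wells with under 300 cells, treated as cytotoxic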
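Material – mouse AML12 hepatocyte cell line, fixed after treatment · Compound dosing – one dose, 6.5 µM compound · Times – compound with oleate, overnight · Measured by – Image-based BODIPY and DAPI two-channel analysis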
MT stabilizer: microtubule stabilization, imaging screen; AID 2205; HeLa tubulin immunostaining HCS, 24 h; share of cells brighter than vehicle mean+2SD; % tubulin-high responders, % at 10 µM; 200,000 tested, 0.83% active;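 active = plate Z-score above 3 for both tubulin-high and condensed-nucleus cell shares, with cell loss under 80%, at 10 µM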;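 note: anti alpha tubulin signal scored within the nucleus-defined area of each cell; some results filed as inactive read as strong as hits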
Autophagy HCS: autophagy modulation, high-content screen; MEF GFP-LC3 puncta imaging; test concentration mostly 10 µM; AID 463193; calls only at 10 µM (by protocol); 190,000 tested, 0.98% active;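 active = percentage of spot-positive cells more than 3 SD above its plate mean, without a fluorescence outlier flag or 80% toxicity; inconclusive = no clear call, values can overlap the other calls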;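 note: spot-positive cell cutoff set from DMSO-treated cells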
Myeloid diff MLP: compounds promoting myeloid differentiation. ER-HoxA9 myeloid progenitors, lysozyme-GFP differentiation, flow cytometry. calls only at 10 µM. 360,000 tested, 1% active;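 active = normalized GFP-positive differentiation at or above the plate's own cutoff, the solvent-only control mean plus 3 SD; inconclusive = no clear call, values can overlap the other calls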;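 note: cells exposed to compound for four days before flow analysis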
West Nile virus CPE: inhibition of WNV-induced cytopathic effect – cell-based, CPE readout (AID 1621). 290,000 tested, 0.02% active. CPE inhibition, % at 10 µM; hits with a dose series show IC50 in µM. West Nile virus-infected cells, CPE inhibition; higher % means a stronger effect; in the data active = a potency from the dose series; inconclusive = CPE inhibition mostly from about 3.7% at the one dose, without a potency; inactive = the rest, 99 in 100 with CPE inhibition below about 2.2%; note: strong numbers were not always called active
Insulin prom up: MIN6 insulin promoter up-regulation. 190,000 tested, 0.3% active. AID 1625. MIN6 insulin promoter-GFP reporter, high-content imaging; active compounds read high. z-score at 5 µM;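 active = z-score above 3 at 5 µM with at least 500 cells counted in the well; inconclusive = wells under 500 cells, flagged as cytotoxic or low count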
T cell modulator: T cell immune modulation candidate. 2C CD8+ T cell-vesicle binding, flow cytometry; active compounds read low. 330,000 tested, 0.068% active. calls only at 7 µM;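 active = response, share of CD8 T cells binding vesicles, and their 90th percentile fluorescence all below set limits, cut at about 80% in these data, passing the limit was not always enough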
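Material: 2C TCR transgenic mouse naive CD8+ T cells, MACS-purified. Also added: QL9-charged Drosophila Ld/ICAM-1/B7-1 vesicles. Timing: binding 1.5 h at 37 °C. Measured by: high-throughput flow cytometry with anti-B7-1 and anti-CD8 staining. Read-out: percent CD8+ FL2 mean versus row control. Controls: Unloaded micro-vesicles (low), QL9 vesicles with 0.7% DMSO (high).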
WT yeast gro inh: growth inhibition of WT yeast, mitochondrial fusion screen; mitochondrial fusion phenotypic screen, WT strain; inhibition, % at 10 µM; 190,000 tested, 2.1% active; AID 1362; in the data active = inhibition above about 58%; tested in S. cerevisiae
WT yeast gro inh mutant strain: second read-out of WT yeast gro inh, no call of its own (marks repeat the call); inhibition, %; mitochondrial fusion phenotypic screen, mutant strain inhibition
Insulin prom up cell count: recorded beside Insulin prom up, whose call it bears; cell count; measured here: cytotoxicity, nuclei count;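 total cells summed across four imaged fields per well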
Lipid droplet cells 6.5 µM: second read-out of Lipid droplet, no call of its own (marks repeat the call); cell count; measured here: cell count, cytotoxicity flag;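 cells counted across two imaged fields per well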
b-catenin transl cell count 5 µM: recorded beside b-catenin transl, whose call it bears; cell count; measured here: cell count, cytotoxicity flag
T cell modulator vesicle-bound %: second read-out of T cell modulator, no call of its own (marks repeat the call); double positive events, %; measured here: CD8+ vesicle-bound cell fraction;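 binding gate set so that unloaded-vesicle control wells show 10% double positive cells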
MT stabilizer Hoechst-high %: also measured in MT stabilizer; calls as there; % Hoechst-high responders; measured here: nuclear condensation Hoechst responders;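 share of cells brighter than vehicle mean plus two SD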
MT stabilizer cytotoxicity %: recorded beside MT stabilizer, whose call it bears; toxicity, %; measured here: cytotoxicity by cell density;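 0% = mean cell density of plate MIN control wells and 100% = no cells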
Autophagy HCS cell loss 18 h: second read-out of Autophagy HCS, no call of its own (marks repeat the call); toxicity, %; measured here: cell loss, nuclei count;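 cell loss after 18 h compound exposure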
Myeloid diff MLP GFP+ MAC1+ %: second read-out of Myeloid diff MLP, no call of its own (marks repeat the call); GFP+ MAC1+ double positive, %; measured here: differentiation confirmed by MAC1 staining
Numbers without * were called inactive; i = inactive; ? = inconclusive; nt = no result given.

SMILES	b-catenin transl	b-catenin transl cell count 5 µM	Lipid droplet	Lipid droplet cells 6.5 µM	MT stabilizer	MT stabilizer Hoechst-high %	MT stabilizer cytotoxicity %	Autophagy HCS	Autophagy HCS cell loss 18 h	Myeloid diff MLP	Myeloid diff MLP GFP+ MAC1+ %	West Nile virus CPE	Insulin prom up	Insulin prom up cell count	T cell modulator	T cell modulator vesicle-bound %	WT yeast gro inh	WT yeast gro inh mutant strain
COc1cccc(N2CCN(S(=O)(=O)c3ccc(-c4coc(C)n4)cc3)CC2)c1	nt	nt	-5	702	nt	nt	nt	nt	nt	i	6.2	-0.2%	nt	nt	i	61	nt	nt
O=C1CCC(C(=O)Nc2cc(C(F)(F)F)ccc2-n2cncn2)=NN1	nt	nt	5	788	nt	nt	nt	nt	nt	i	0.3	-0.1%	nt	nt	i	34	nt	nt
CCn1c(SCC(=O)NCc2ccccc2)nc2ccccc2c1=O	0.6	729	nt	nt	5.3	2.4	8.6	i	-3	i	2.1	-0.2%	0.22	1170	i	27	-11	-25
CC/C(=N\NC(=O)c1c(-c2ccccc2)noc1C)c1ccc(C)o1	nt	nt	11	705	3.2	2.1	4.1	i	-14	i	1.4	0.3%	0.88	1157	i	32	-1	-6
COc1ccc(Cl)cc1C(=O)Nc1ccc(S(=O)(=O)N2CCCC2)cc1	-2.0	1140	2	762	1.5	1.4	6.5	i	1	i	0.3	nt	0.24	882	i	25	1	23
O=C1CCCc2sccc2N1	-0.9	1122	2	786	3.4	0.6	6.5	i	7	i	1.3	-0.4%	1.3	1034	i	53	2	-9
COc1cc(CNCCc2ccc(S(N)(=O)=O)cc2)ccc1OCc1ccc(Cl)cc1	3.6	1321	nt	nt	3.6	2.1	2.7	i	16	i	12	-0.6%	-2.6	640	i	13	13	-3
O=C(C[C@H]1C(=O)N(CCc2ccccc2)C[C@@H]1Cc1ccccc1)Nc1ccccc1	nt	nt	-12	754	nt	nt	nt	nt	nt	i	2.0	-1.0%	nt	nt	i	16	nt	nt
COc1ccc(NC(=O)c2cc([N+](=O)[O-])ccc2N2CCCC2)cc1	5.3	899	4	708	2.7	1.5	3.8	i	-42	i	0.2	-0.7%	-0.47	1481	i	59	2	9
COc1cccc(OCc2nn3c(=O)c(-c4ccccc4)nnc3s2)c1	nt	nt	11	716	nt	nt	nt	nt	nt	i	0.8	0.8%	nt	nt	i	16	nt	nt
CC1(C)CC(=O)C(C=NCCO)=C(O)C1	-1.3	963	12	688	2.5	1.9	7.4	i	-11	i	0.6	0.2%	0.44	1823	i	26	3	-12
O=C(CC1C(=O)NCCN1Cc1ccoc1)NCc1cccc(OC(F)(F)F)c1 (stereo unspecified)	0.6	1250	-11	718	nt	nt	nt	nt	nt	i	0.5	-0.6%	-0.26	1091	i	39	nt	nt
COc1ccccc1N1C(=O)C2CC=CC(C)C2C1=O (stereo unspecified)	-1.3	811	nt	nt	3.3	1.8	9.3	i	-1	i	0.9	-0.1%	0.25	1214	i	28	10	-1
Cc1cccc(Oc2ccc3c(c2)cc(C(=O)O)n3C)c1	nt	nt	6	889	nt	nt	nt	nt	nt	i	0.4	0.8%	nt	nt	i	14	nt	nt
COc1cccc(N2CCCn3c2nc2c3c(=O)n(CCN3CCOCC3)c(=O)n2C)c1	-5.5	882	nt	nt	2.6	2.1	5.2	i	0	nt	nt	0.1%	0.46	1384	nt	nt	-11	-13
COc1ccc(OCCCC(=O)NC(C)c2ccccc2)cc1 (stereo unspecified)	nt	nt	8	780	2.6	1.1	4.3	i	-2	i	0.5	0.8%	nt	nt	i	54	-7	7
CN1CCN(C(=O)c2cc([N+](=O)[O-])cc([N+](=O)[O-])c2)CC1	nt	nt	12	850	nt	nt	nt	nt	nt	i	0.5	0.4%	nt	nt	i	58	nt	nt
Nc1nnc(SCC(=O)N2CCc3ccccc32)n1-c1ccccc1	-0.8	1058	-2	507	1.5	2.1	7.4	i	2	i	0.4	0.5%	nt	nt	i	56	-6	-5
CCOC(=O)c1c(C=O)c2ccccc2n1CC	0.5	1148	0	694	3.2	1.8	0.0	i	-7	i	0.5	0.0%	0.24	1151	i	52	19	10
COc1cc(C(C)=O)ccc1Oc1ncnc2c1cnn2-c1ccc(C)c(C)c1	-0.4	1101	-6	651	2.8	3.7	5.6	i	16	i	0.6	-1.0%	-0.04	1479	i	53	-6	-9
CCOC(=O)C1CCN(C(=O)CCNS(=O)(=O)c2cc(Br)cnc2N)CC1	nt	nt	-2	776	nt	nt	nt	nt	nt	i	1.1	0.0%	nt	nt	i	43	nt	nt
O=C(CN1CCOCC1)Nc1cccc(Cl)c1Cl	-2.0	809	nt	nt	2.1	2.7	4.7	i	-9	i	2.2	0.2%	0.2	1287	i	38	2	1
CN(C)c1cc(-c2ccccc2)nc(N)n1	nt	nt	nt	nt	13*	29*	36*	i	-3	i	2.2	0.2%	0.58	1083	i	44	17	6
COc1ccc(O[C@H]2C=C[C@@H](c3ccccc3)O[C@@H]2COC(=O)CC/C(C)=N/O[C@H](C)c2cn([C@@H]3COC[C@H]3O)nn2)cc1	nt	nt	-22	693	1.9	2.5	12	i	-36	nt	nt	nt	0.47	1151	i	33	3	-20
COC(=O)c1ccc(CNC(=O)C2CCC(=O)N(CCCc3ccccc3)C2)cc1 (stereo unspecified)	nt	nt	4	640	nt	nt	nt	nt	nt	i	2.7	-0.2%	nt	nt	i	54	nt	nt

More records:
SMILES	b-catenin transl	b-catenin transl cell count 5 µM	Lipid droplet	Lipid droplet cells 6.5 µM	MT stabilizer	MT stabilizer Hoechst-high %	MT stabilizer cytotoxicity %	Autophagy HCS	Autophagy HCS cell loss 18 h	Myeloid diff MLP	Myeloid diff MLP GFP+ MAC1+ %	West Nile virus CPE	Insulin prom up	Insulin prom up cell count	T cell modulator	T cell modulator vesicle-bound %	WT yeast gro inh	WT yeast gro inh mutant strain
COc1ccc(-c2cc(C)no2)cc1S(=O)(=O)N1CCN(C(=O)c2ccco2)CC1	nt	nt	-11	730	nt	nt	nt	nt	nt	?	nt	0.1%	nt	nt	i	10	nt	nt
COc1ccccc1CCNC(=O)C1CCN(C(=O)/C=C/c2ccccc2)CC1	nt	nt	2	783	nt	nt	nt	nt	nt	i	0.0	-0.3%	nt	nt	i	43	nt	nt
CCC(Oc1ccccc1)C(=O)NCc1cccnc1 (stereo unspecified)	0.1	1172	-9	748	4.5	2.5	2.8	i	2	i	0.5	-0.1%	0.6	1340	i	54	24	-10
Cc1cc(N2CCOCC2)nc2ccc(NC(=O)CCC(=O)N3CCN(c4ccc(F)cc4)CC3)cc12	nt	nt	-2	805	nt	nt	nt	nt	nt	i	7.3	0.1%	nt	nt	i	47	nt	nt
CC(C)(C)NC(=O)CCC1COc2ccccc2O1 (stereo unspecified)	-3.4	1166	-3	707	0.3	1.0	6.7	i	-12	i	5.1	-0.1%	nt	nt	i	58	0	-15
Nc1c(C(=O)NC2CCCC2)sc2nc(-c3cccs3)ccc12	nt	nt	7	738	4.4	1.9	9.3	i	6	i	0.0	-0.3%	3.9*	1260*	i	19	62*	2.1*
Cc1cc(NC(=O)Cc2ccccc2)no1	-0.2	533	-3	705	2.8	2.8	7.0	i	10	i	0.9	-0.3%	0.23	1236	i	42	13	3
Cc1ccc(CSCCNC(=O)c2ccc(N(C)S(=O)(=O)c3ccccc3)cc2)cc1	1.7	1010	0	656	4.1	1.3	3.1	i	-33	i	0.7	-0.3%	0.86	1937	i	13	37	45
COc1ccc(C2=NNC(=O)CC2)cc1	2.3	667	-18	586	9.4	3.3	4.2	i	-1	i	0.7	-0.1%	-0.24	1342	i	29	-4	-1
CS(=O)(=O)N(CC(=O)N/N=C/c1ccc(OCC(=O)N2CCOCC2)cc1)c1ccccc1Cl	-1.3	982	-24	608	1.3	1.4	5.7	i	-2	i	0.3	0.5%	0.03	1396	i	46	-2	16
CC(C)(C)OC(=O)N1CCC[C@H]1C(=O)O	nt	nt	1	805	nt	nt	nt	nt	nt	i	3.0	-0.1%	nt	nt	i	13	nt	nt
CCOC(=O)c1c(C)[nH]c(C(=O)N2CCCC(C(=O)c3ccccc3OC)C2)c1C (stereo unspecified)	-1.2	1265	-9	715	nt	nt	nt	nt	nt	i	0.3	-0.7%	0.08	1110	i	27	nt	nt
O=C(Nc1ccc2ccccc2c1)/C(=C\c1ccc2c(c1)OCO2)NC(=O)c1ccco1	nt	nt	-23	590	4.0	3.8	12	i	-5	?	nt	nt	0.67	1319	i	54	-11	-1
O=C(COc1ccc(Cl)cc1Br)N1CCN(c2ccccc2)CC1	-6.3	1037	nt	nt	2.7	2.8	5.2	nt	nt	i	0.9	-0.3%	0.71	1219	i	38	-15	-13
COc1ccc(N(CC(=O)NCc2ccccc2)S(=O)(=O)c2c(C)nn(C)c2C)cc1	-4.4	1150	-3	684	7.9	1.9	7.5	nt	nt	i	1.3	1.0%	-0.41	2024	i	28	2	1
Cc1[nH]c(=S)[nH]c(=O)c1CCCO	0.4	1062	-12	722	1.0	1.5	4.1	i	-11	i	0.1	-0.5%	-0.05	1436	i	39	-13	-15
